M17LAP inhibition = P. falciparum M17LAP inhibitors, primary screen, biochemical, fluorogenic H-Leu-NHMec substrate, 1536-well (AID 1619); recombinant M17LAP, H-Leu-NHMec fluorogenic kinetic assay; higher % means a stronger effect; inhibition, % at 30 µM; hits with a dose series show IC50 in µM; 220,000 tested, 0.38% active;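 active means compound inhibiting the enzyme by more than half at any dose during confirmatory dose-response retesting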;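 further: plate controls were full reaction with DMSO carrier for no effect and no enzyme background for full effect; strong numbers were not always called active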
M1AAP inhibition = P. falciparum M1AAP inhibitors, biochemical, fluorogenic H-Leu-NHMec substrate, 1536-well (AID 1445). inhibition, % at 30 µM, or IC50 in µM where a hit was titrated. Aminopeptidase N (Plasmodium falciparum (isolate 3D7)). recombinant M1AAP, H-Leu-NHMec fluorogenic kinetic assay; higher % means a stronger effect. 220,000 tested, 0.42% active;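 active means primary inhibition above the hit cutoff, then over 50% inhibition at one or more dose response concentrations, cut at about 23% in these data, passing the limit was not always enough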;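 further: plate controls were DMSO full reaction for no effect and no enzyme background for full effect; strong numbers were not always called active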
RSV antiviral HEp-2 = RSV antiviral activity via CPE protection, HEp-2 cells, primary 10 µM value included (AID 2391). HEp-2 cells, RSV-induced CPE inhibition; higher % means a stronger effect. CPE inhibition, % at 10 µM, or IC50 in µM where a hit was titrated. 310,000 tested, 0.13% active; in the data active means a potency from the dose series; further: strong numbers were not always called active
West Nile antiviral = West Nile virus antiviral activity, cell-based, CPE readout (AID 1621). West Nile virus-infected cells, CPE inhibition; higher % means a stronger effect. CPE inhibition, % at 10 µM; hits with a dose series show IC50 in µM. 290,000 tested, 0.02% active; in the data active means a potency from the dose series; further: strong numbers were not always called active
T cell modulator = modulators of CD8 T cell-vesicle binding, primary screen, mouse 2C CD8+ T cells, flow cytometry; calls only at 7 µM; 330,000 tested, 0.068% active; 2C CD8+ T cell-vesicle binding; stronger effect = lower value;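 active means response, share of CD8 T cells binding vesicles, and their 90th percentile fluorescence all below set limits, cut at about 80% in these data, passing the limit was not always enough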
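Assay system: 2C TCR transgenic mouse naive CD8+ T cells, MACS-purified | Read-out: CD8+ gate FL2 mean fluorescence as % of same-row positive control | Signal: High-throughput flow cytometry with anti-B7-1 and anti-CD8 staining | Timing: Binding step 1.5 h, 37 °C, antibody labelling 20 min, ice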
T cell modulator vesicle-bound % = second read-out of T cell modulator, no call of its own (marks repeat the call); double positive events, %; measured here: CD8+ vesicle-bound cell fraction;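 binding gate set so that unloaded-vesicle control wells show 10% double positive cells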
Numbers without * were called inactive; i = inactive; / = not tested or not shown.

RSV antiviral HEp-2,M17LAP inhibition,M1AAP inhibition,Structure,West Nile antiviral,T cell modulator,T cell modulator vesicle-bound %
4.6%,/,/,CCOC(=O)c1c(C)oc2cc(Sc3ccccc3)c(O)c(O)c12,/,i,41
-3.1%,/,/,C#CCOCCOCCOCCNc1nc(N2CCN(C(=O)CCCCCCCCCCNC(=O)[C@H](CCCCN)n3cc(C)nn3)CC2)nc(N2CCN(C(=O)CCCCCCCCCCNC(=O)[C@H](CCCN=C(N)N)n3cc(C[C@@H](C)CC)nn3)CC2)n1,/,i,41
1.2%,/,/,O=C(c1cccc(Br)c1)N1CCN(c2ccccn2)CC1,/,i,36
-0.6%,/,/,COc1ccc(CCNC(=O)c2ccccc2C(=O)NCCc2ccc(OC)c(OC)c2)cc1OC,/,i,14
0.7%,/,/,CCN(CC)CCOC(=O)c1ccc(NC(=S)NC(=O)/C=C/c2ccco2)cc1,/,i,57
0.9%,/,/,COc1ccc(C(=O)NCCCc2ccccc2)cc1,/,i,47
9.4%,/,/,CCn1c2ccccc2c2cc(C#N)c(N)nc21,/,i,13
1.8%,/,/,COc1ccc(CCNC(=O)CCc2ccccc2)cc1OC,/,i,41
5.2%,/,/,CCCCNc1nc(Cl)nc(Nc2ccc(C)cc2)n1,/,i,45
2.3%,/,/,COc1cc(OC)cc(C(=O)NCCCCNC(=O)c2cc(OC)cc(OC)c2)c1,/,i,26
38%,/,/,CCOc1cc(C(=O)NCC(C)(C)CNC(=O)c2cc(OCC)c(OCC)c(OCC)c2)cc(OCC)c1OCC,/,i,31
0.9%,/,/,Cc1cc(C(=O)Nc2ccon2)ccc1[N+](=O)[O-],/,i,34
-1.2%,/,/,CCOc1ccccc1C(=O)Nc1ccc2nc(N3CCN(c4ncccn4)CC3)cc(C)c2c1,/,i,35
1.3%,/,/,CC(CCc1ccccc1)NC(=O)C1CC1 (stereo not given),/,i,29
0.9%,/,/,CC(C)(C)S(=O)(=O)c1ccccc1-c1noc(-c2ccccc2)c1C(N)=O,/,i,59
1.2%,/,/,CC(C)(C)c1ccc(/C=C(\C#N)C(=O)NC2CC2)cc1,/,i,36
0.4%,/,/,O=C(Nc1ccccc1)Nc1ccc(O)c2ccccc12,/,i,8
2.2%,/,/,COc1cc(NS(=O)(=O)c2ccc(NC(=S)NC(C)=O)cc2)nc(OC)n1,/,i,21
-1.0%,/,/,O=[N+]([O-])c1ccc(-c2cn3ccccc3n2)cc1,/,i,19
0.2%,/,/,N#CC(C#N)=Cc1c[nH]c(=O)c(C#N)c1Nc1ccccc1,/,i,30
-3.5%,/,/,Cc1cc(C)c2nc(N(CCCN(C)C)C(=O)c3ccc4c(c3)CCCC4)sc2c1,/,i,48
3.2%,/,/,O=S(=O)(NC1CCCCCCC1)c1ccc(F)cc1,/,i,18
-0.3%,/,/,CC(=O)Nc1ccc(Nc2nc(-c3c(C)nc4ccccn34)cs2)cc1,/,i,30
-2.1%,/,/,O=c1[nH]c(-c2ccccc2)cnc1-c1ccccc1,/,i,25
5.4%,/,/,Cc1cccc(NC(=O)CCCCC(=O)Nc2cccc(C)c2)c1,/,i,38
0.3%,/,/,[N-]=[N+]=CC(=O)C(O)(c1ccccc1)C(Cl)c1ccccc1 (stereo not given),/,i,35
5.1%,/,/,O=C(Nc1csc(Cl)c1)c1ccccc1,/,i,25
0.2%,/,/,CC(NC(=O)CCC(=O)Nc1ccccc1O)c1ccccc1 (stereo not given),/,i,23
0.1%,/,/,O=C(C=C1NCCN1)c1ccccc1,/,i,28
1.3%,/,/,Cc1ccccc1C(=O)NCC(=O)c1ccccc1,/,i,30
3.1%,/,/,Cc1ccc(NS(=O)(=O)c2ccc(NC(=O)c3ccccc3C(=O)O)cc2)cc1C,/,i,16
2.6%,/,/,CC[N+](C)(CC)CCC[n+]1c(-c2ccccc2)c2cc(N)ccc2c2ccc(N)cc21,/,i,64
-1.1%,/,/,COC(=O)c1ccc(NC(=O)c2ccc3c(c2)NC(=O)C2CCCN32)cc1 (stereo not given),/,i,30
2.0%,/,/,CC(C)C1Cc2ccccc2-c2[nH]c(=S)[nH]c(=O)c21 (stereo not given),/,i,58
37µM*,/,/,CC(C)(C)c1cc(O)c(C(C)(C)C)cc1O,/,i,60
6.7%,/,/,CC(C)[C@]1(c2ccccc2)ON(c2ccccc2C(F)(F)F)C1=O,/,i,37
/,3%,-3%,C#CCOCCOCCOCCNc1nc(N2CCN(C(=O)[C@H](CCC(=O)O)n3cc(C(N)Cc4ccc(O)cc4)nn3)CC2)nc(N2CCN(C(=O)[C@H](Cc3ccc(O)cc3)n3cc(C(N)[C@H](C)CC)nn3)CC2)n1 (stereo not given in full),-0.1%,/,/
/,0%,4%,C=C1[C@@H](C)C2[C@H](Cc3ccccc3)NC(=O)[C@]23OC(=O)CC[C@H](O)CCC[C@H](C)C/C=C/[C@H]3[C@@H]1O (stereo not given in full),1.2%,/,/
/,-3%,-1%,C[C@@H](C(=O)N1CCN(C(=O)OC(C)(C)C)CC1)n1cc(-c2cn([C@@H](C)C(=O)N3CCN(C(=O)OC(C)(C)C)CC3)nn2)nn1,0.0%,/,/
/,2%,7%,C[n+]1nc(Nc2cccc3ccccc23)sc1-c1ccc(C(=O)O)cc1,0.3%,/,/
/,5%,-2%,CCc1ccc(OCC(=O)O/N=C(\N)c2ccccn2)cc1,-0.5%,/,/
/,3%,3%,CCCCNC(=O)C(c1ccc(OCC(=O)OC)c(C(=O)OC)c1)N(CCc1ccccc1)C(=O)CCCCCN1C(=O)NC(c2ccc(-c3ccccc3)cc2)C(C(=O)OCc2ccccc2)=C1C (stereo not given),-0.3%,/,/
/,27%,5%,CCC(=O)N1CC2(CC(c3cccc(NC(=O)COc4ccc(Cl)cc4)c3)=NO2)C[C@@H]1C(N)=O (stereo not given in full),0.8%,/,/
/,4%,3%,Cn1cc(NC(=O)c2cc(NC(=O)c3cc(NC=O)cn3C)cn2C)cc1C(=O)NCCC(=N)N,-0.2%,/,/
2.2%,/,/,O=C1C=CC[C@H](/C=C/C[C@@H](O)C[C@H](O)CCc2ccccc2)O1,0.2%,i,28
15%,/,/,CCC(c1nnnn1C(C)(C)C)N(Cc1cccs1)Cc1cc2cc(C)c(C)cc2n2nnnc12 (stereo not given),-0.6%,i,15
0.3%,/,/,COc1ccc(-c2nnc(SCC(=O)N3CCCC3)o2)cc1OC,1.5%,i,59
-0.4%,/,/,COc1cc(/C=C2/C(=N)N3C(=NC2=O)SN=C3S(=O)(=O)C(C)C)ccc1OS(=O)(=O)c1ccccc1,0.7%,i,60
0.9%,/,/,Cc1noc(C(=O)Nc2ccc(Cl)cc2)c1Cl,0.1%,i,60
1.9%,/,/,Cc1ncc(CO)c2c1Oc1nc(-c3ccccc3)nc(SCC(=O)N(C)c3ccccc3)c1C2,1.1%,i,6

The list continues.
RSV antiviral HEp-2,M17LAP inhibition,M1AAP inhibition,Structure,West Nile antiviral,T cell modulator,T cell modulator vesicle-bound %
-2.7%,/,/,COc1ccc(N=CC2=C(Nc3ccc(OC)cc3)c3c(C)nn(-c4ccccn4)c3CC2)cc1,0.1%,i,58
0.9%,/,/,CCCNC(=O)c1onc(CSc2ccc(F)c(F)c2)c1C(=O)NCCC,-1.4%,i,12
0.2%,/,/,C#CCOCCOCCOCCNc1nc(N2CCN(C(=O)C([C@@H](C)CC)n3cc(C(N)CC(C)C)nn3)CC2)nc(N2CCN(C(=O)[C@H](CCCCN)n3cc(C(N)COC(=O)C(F)(F)F)nn3)CC2)n1 (stereo not given in full),0.4%,i,18
2.0%,/,/,O=C1c2ccccc2S(=O)(=O)c2cc(C(=O)N3CCC(C(=O)N4CCCCC4)CC3)ccc21,-0.5%,i,26
7.7%,/,/,CC(C)C1=CC2=CCC3C(C)(C(=O)O)CCCC3(C)C2CC1 (stereo not given) (tested in a mixture with another compound),-1.6%,i,49
0.4%,/,/,COc1ccc(N2CCN(C(=O)c3ccc4c(c3)NC(=O)C(CSCc3c(F)cccc3Cl)N4)CC2)cc1 (stereo not given),-0.3%,i,56
2.1%,/,/,CCN(CC)C(=O)c1ccc2c(=O)n(Cc3cccc(Br)c3)c(=S)[nH]c2c1,-1.6%,i,50
2.2%,/,/,O=C(CN1C(=O)c2ccccc2C1=O)Oc1ccc(F)cc1,0.3%,i,55
0.6%,/,/,CC1(C)C=Cc2c(ccc(-c3coc4cc(O)ccc4c3=O)c2O)O1,-1.3%,i,14
-1.2%,/,/,C=C1CCN(c2ccc(C(=O)O)cc2[N+](=O)[O-])CC1,-0.1%,i,6
6.4%,/,/,Cc1ccc(S(=O)(=O)N2CCSC2=Nc2ccccc2)cc1,-0.1%,i,30
2.0%,/,/,CC1(OC(=O)c2cnc3ccccc3n2)C(=O)C=C2C=C(C3CC3)OC=C2C1=O (stereo not given),0.4%,i,22
1.3%,/,/,COCCNc1nc(-c2cc(C(=O)Nc3ccccc3)on2)cc(C(C)C)n1,0.2%,i,9
2.8%,/,/,O=C(O)c1ccn[nH]1,1.0%,i,28
-0.3%,/,/,CC(C)Sc1nnc2n(CCc3ccccc3)c(=O)c3c4c(sc3n12)COC(C)(C)C4,-0.2%,i,59
-3.5%,/,/,COc1cc2sc3ccc(-c4ccc(N(C)C)nc4)cc3c(=O)c2cc1OC,0.6%,i,12
6.4%,/,/,CN1CCc2c(sc3c2C(=O)NC(/C=C\c2ccccc2)N3)C1 (stereo not given),-0.3%,i,59
-0.5%,/,/,COc1ccc(CNC(=O)C/C(C)=N/NC(=O)c2cc(OC)cc(OC)c2)cc1,0.2%,i,21
4.1%,/,/,COc1cccc(C(=O)Oc2ccc3ccc(O)cc3c2)c1,-0.3%,i,68

Assay outcomes: PubChem BioAssay, several laboratories

This is a subset (hit frequency here may not be typical).
